Bioassay records (PubChem BioAssay)
TRb SRC2 PPI – disrupts binding of human TR beta to SRC2 | AID 1469 | TRbeta-SRC2 peptide binding, fluorescence polarization; receptor liganded with 1 µM T3 | Potency, µM (series often up to 106 µM), inactives show top-dose activity change, negative = inhibition, hits mostly inhibitors | actives 0.065% (n = 280,000) | P10828;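 further: potency means the concentration at half of the fitted maximal effect; plate controls were bound peptide for no effect and peptide without receptor for full effect; nearly all actives have a fitted effect of over 50% in size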
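Human TRb LBD (0.6 uM) plus Texas Red-labeled SRC2 peptide (20 nM), 1uM T3, 5% DMSO, 5 hr at ambient temperature. Decreased polarization (555/632 nm) flags inhibition; data normalized to free and bound peptide controls.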
TR SRC2 fluor cs – alters Texas Red total fluorescence, flagging assay interference. Potency, µM (series often up to 106 µM), for inactives: top-dose fluorescence change, negative = quenching. actives 0.29% (n = 280,000). TRb/SRC2 Texas Red total fluorescence interference. AID 1479; active means well fitted curve in either direction with a large enough effect; inconclusive means small, poorly fitted or top-dose-only effect; further: potency means the concentration at half of the fitted maximal effect; on the % scale 0 is the no-effect control and ±100 the full control effect
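Human TRb ligand-binding domain at 0.6 uM with 20 nM Texas Red SRC2 peptide in Tris buffer containing 1 uM T3 and 5% DMSO, incubated with compound 5 h at ambient temperature. Total fluorescence (555/632 nm) calculated as parallel + 2 × perpendicular.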
GLA spleen mod – inhibits or activates alpha-galactosidase in human spleen homogenate; P06280; human spleen homogenate, 4MU-alpha-Gal fluorescence, 40 min; actives 0.008% (n = 240,000); Potency, µM (top dose mostly 80 µM), inactives show at the highest dose activity change, negative = inhibition, hits mostly inhibitors; AID 2107;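 further: potency means the concentration at half of the fitted maximal effect; 0% = enzyme with vehicle and -100% = no enzyme basal signal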
Target sequence (P06280 32-429 limits assumed): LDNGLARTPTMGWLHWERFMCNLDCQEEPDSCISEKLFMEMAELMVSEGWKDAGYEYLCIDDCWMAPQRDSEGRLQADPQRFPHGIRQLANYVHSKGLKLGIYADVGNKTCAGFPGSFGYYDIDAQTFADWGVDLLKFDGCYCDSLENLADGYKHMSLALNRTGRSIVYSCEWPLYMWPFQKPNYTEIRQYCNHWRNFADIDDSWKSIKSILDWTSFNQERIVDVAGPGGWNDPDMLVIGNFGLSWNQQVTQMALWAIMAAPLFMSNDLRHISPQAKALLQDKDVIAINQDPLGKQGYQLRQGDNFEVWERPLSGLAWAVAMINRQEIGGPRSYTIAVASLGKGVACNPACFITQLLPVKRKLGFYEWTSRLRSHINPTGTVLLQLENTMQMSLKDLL
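Human spleen homogenate (1 ug) as enzyme source, 4-methylumbelliferyl-alpha-D-galactopyranoside 1 mM final, citrate/phosphate pH 5.0 with 0.01% Tween-20. Compounds 40 min at 37C, NaOH/glycine stop; fluorescence Ex 365/Em 440, Hill-fit AC50.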
Epigenetic derep – epigenetic control regulation, reporter derepression | murine LDR cells, GFP reporter derepression, 30 h | Potency, µM (doses to about 53.9 µM), inactives show top-dose GFP activation, usual class: activators | actives 0.2% (n = 280,000); further: potency means the concentration at half of the fitted maximal effect; % of control where 0% means no effect; nearly all actives have a fitted effect of over 60% in size
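In this reporter-derepression format, murine cells bearing a silenced integrated CMV-GFP locus incubate with test compound (30 h, 37 C), then are washed and imaged; fluorescent objects of 20–120 um count as induced cells.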
CBFb RUNX1 block – inhibitors of human CBF-beta and RUNX1 interaction; 230,000 tested, under 10 active; Potency, µM (doses to about 59.8 µM), for the others: at the highest dose activity, negative = inhibition, actives largely listed as inhibitors; AlphaScreen CBFb-His/RUNX1-biotin binding, biochemical; Q01196+Q13951; further: % of control where 0% means no effect
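Bead-based AlphaScreen assay; binding partners His-tagged CBF-beta and biotinylated RUNX1 at 30 nM each. Compound exposure 15 min after a 20-min protein preincubation; bead step 90 min; all steps at room temperature.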
Tau fluor counter – counter-screen for tau fibril formation inhibitors; actives 0.93% (n = 280,000); AID 1463; tau K18 P301L Alexa594 fluorescence, heparin fibrillization; Potency, µM (top dose mostly 57.7 µM), without a hit: top-dose activity change, negative = decrease; further: potency means the concentration at half of the fitted maximal effect; on the % scale 0 is the no-effect control and ±100 the full control effect; nearly all actives have a fitted effect of over 55% in size
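Human tau K18 P301L (15 uM unlabeled, 0.24 uM Alexa 594-labeled) in 100 mM sodium acetate pH 7 with 20 uM heparin, 6 hr at 37 C. ThT 30 uM added, 1 hr ambient; Alexa 594 FP and total fluorescence read at 555/632 nm.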
Tau FP inhib – inhibitors of human tau fibril formation | AID 1468 | actives 0.39% (n = 280,000) | P10636 | K18 P301L tau heparin fibrillization, Alexa594 FP, 6 h | Potency, µM (highest dose often 57.7 µM), for the others: at the highest dose activity, negative = inhibition, actives largely listed as inhibitors; further: potency means the concentration at half of the fitted maximal effect; on the % scale 0 is the no-effect control and ±100 the full control effect; nearly all actives have a fitted effect of over 55% in size
Target sequence (P10636 561-689 P618L limits assumed): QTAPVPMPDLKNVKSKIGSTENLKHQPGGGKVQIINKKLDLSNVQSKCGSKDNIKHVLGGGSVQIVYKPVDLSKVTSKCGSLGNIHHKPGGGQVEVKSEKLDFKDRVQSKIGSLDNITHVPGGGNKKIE
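Steps: dispense K18 P301L tau (15 uM plus 0.24 uM Alexa 594 tracer, final) in pH 7 sodium acetate; add compound; add heparin (20 uM final); incubate 6 hr, 37 C; add ThT (30 uM final); after 1 hr ambient, read FP.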
NPSR antagonist – antagonists of human neuropeptide S receptor cAMP signaling | Potency, µM (highest dose often 38.3 µM), inactives show top-dose activity change, negative = inhibition, most hits filed as inhibitors | CHO-NPSR cells, cAMP TR-FRET, antagonist mode | actives 1% (n = 220,000) | Q6W5P4; further: potency means the concentration at half of the fitted maximal effect; on the % scale 0 is the no-effect control and ±100 the full control effect; nearly all actives have a fitted effect of over 50% in size; many of its hits are not listed in these tables
Target sequence (Q6W5P4 whole entry, looked up): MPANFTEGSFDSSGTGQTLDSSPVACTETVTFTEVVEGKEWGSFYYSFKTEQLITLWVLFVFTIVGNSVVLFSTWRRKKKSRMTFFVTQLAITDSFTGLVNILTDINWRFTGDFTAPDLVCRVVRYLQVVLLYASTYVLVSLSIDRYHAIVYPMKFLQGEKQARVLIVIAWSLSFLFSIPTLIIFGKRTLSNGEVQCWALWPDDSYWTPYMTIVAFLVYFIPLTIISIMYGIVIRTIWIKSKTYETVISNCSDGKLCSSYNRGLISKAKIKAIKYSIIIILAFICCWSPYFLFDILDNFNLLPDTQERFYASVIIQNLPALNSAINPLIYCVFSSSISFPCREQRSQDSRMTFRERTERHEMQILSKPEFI
* marks the source's active call; other numbers are inactive results; ? = inconclusive; · = not tested or not shown; & = joins results of further samples; [ ] = another dose, or the depositor's remark. Unless noted, the call rests on the fitted dose curve; in most records, active means well fitted curve in the direction sought with a large enough effect; inconclusive means small, poorly fitted or top-dose-only effect, or another doubt; inactive means no such curve, though single readings can be large; an effect the other way counts as inactive or inconclusive. Not all compounds are listed; the hit share may differ from the screen's.

Structure | Tau FP inhib | Tau fluor counter | CBFb RUNX1 block | TR SRC2 fluor cs | Epigenetic derep | NPSR antagonist | GLA spleen mod | TRb SRC2 PPI
O=C(O)CCCC(=O)Nc1ccccc1-n1ccnc1 | -2% | -2% | 1% | 0% | -1.0% | -17%[46.1 µM] | 2% | 5%
O=C(NC(=S)Nn1cnnc1)c1ccccc1Br | -11% | 0% | 14% | 3% | -1.1% | 21% | 2% | 0%
COc1cccc(-c2nc(=S)c3c(o2)CCCC3)c1 | -8% | -11% | 4% | -3% | -0.3% | -29% | 6% | -3%
O=C(NC1CC(=O)N(c2ccccc2)C1)c1ccc(S(=O)(=O)N2CCCC2)cc1 (stereo not given) | -2% | -5% | · | 1% | 5.8% | · | · | 5%
N=c1c(C(=O)NCC2CCCO2)cc2c(=O)n3ccccc3nc2n1CCCO (stereo not given) | -8% | -2% | · | -5% | 0.3% | · | · | 11%
CC(NC(=O)C1=Cc2ccccc2OC1)c1ccccc1 (stereo not given) | -4% | -4% | · | -1% | 0.8% | · | · | 10%
COc1ccc(C(C)=O)cc1CSc1nc2cc(C(=O)O)ccc2c(=O)n1Cc1ccccc1 | -6% | 6% | 2% | 0% | -1.8% | -47% | 15% | -1%
Cc1cccc(N(CC(=O)NCCSc2nc3ccccc3s2)S(=O)(=O)c2ccccc2)c1 | -15% | -16% | 1% | -7% | 2.6% | -19%[46.1 µM] | 1% | -2%
COc1ccccc1NS(=O)(=O)c1cc(NC(=O)C(C)C)ccc1N1CCCCC1 | -8% | -30% | -6% | -1% | -0.4% | -49% | 0% | -1%
Cc1ccc(C)c(-c2nc3ccc(N)cc3[nH]2)c1 | 11% | -26% | -13% | -2% | -1.1% | -20%[46.1 µM] | 10% | 4%
CCCC/C=C/[C@@H](c1ccccc1)C1COC(=O)CC1O (stereo not given in full) | · | · | 17% | -1% | · | · | 16% | -5%
COc1ccccc1CNC(=O)CCC1N=C2c3ccccc3N=C(SCc3ccc(C)cc3C)N2C1=O (stereo not given) | 0% | -13% | · | -2% | 5.2% | · | · | 7%
COC(=O)c1sc2ccccc2c1-n1cccc1C(=O)C(=O)Nc1ccc(C)cc1 | 1% | -14% | -12% | 5%[53 µM] | -2.0% | -26%[46.1 µM] | 0% | -16%[53 µM]
CCCSc1ncc(Cl)c(C(=O)Nc2c(C(=O)Nc3ccc(C)cc3)oc3ccccc23)n1 | -14% | -14% | · | -12% | 2.7% | · | · | 1%
CCOc1cc(S(=O)(=O)NCCc2cccc(C)c2)c(OCC)cc1-n1cnnn1 | -1% | -16% | 13% | -6% | 1.5% | ? | -1% | -6%
O=C(N/N=C/c1cn(-c2cccs2)nc1-c1ccccc1)c1ccccc1O | -1% | 8% | -1% | 0% | -2.7% | -27% | -5% | 4%
O=C(Nc1ccccc1)Nc1ccccc1Br | -8% | -10% | 2% | -1% | -3.4% | -23% | -1% | 6%
CCC1S/C(=C(\C#N)C(N)=O)N(c2ccc(F)cc2)C1=O (stereo not given) | -3% | 6% | 3% | -1% | 0.0% | -2%[46.1 µM] | 17% | -6%
COc1ccc2cc(C(=O)Nc3ccccc3)sc(=O)c2c1OC | -14% | 3% | 6% | -1% | 3.0% | -4% | 2% | -11%
Cc1ccccc1NC(=O)CCN1C(=O)c2ccccc2Sc2ncccc21 | 7% | 8% | · | -1% | -1.5% | · | · | -2%
Cc1cccc(Nc2nc(NCC3CCCO3)nc(N)c2[N+](=O)[O-])c1 (stereo not given) | -1% | -27% | -5% | -2% | -1.0% | -1% | 0% | 2%
CC1C(O)CC2C(C(=O)O)=CO[C@@H](O[C@H]3OC(CO)C(O)C(O)C3O)C21 (stereo not given in full) | ? | ? | · | -3% | 1.6% | · | 19% | -15%
COc1ccc(CCNC(=O)C2CCCN(c3nc4c(C)cc(C)cc4s3)C2)cc1OC (stereo not given) | 1% | -25% | · | -19% | 1.1% | · | · | 7%
Cn1c(=O)n(-c2cccc(Cl)c2)c(=O)n1C | -1% | 1% | 5% | -2% | -1.1% | 1%[46.1 µM] | 4% | -4%
CCn1c(SCC(=O)Nc2cccc(F)c2)nc2c(c1=O)SC(C)C2 (stereo not given) | 4% | -8% | 2% | -3% | 0.0% | -10%[46.1 µM] | -9% | 9%
O=C(Nc1ccc(-c2cn3ccsc3n2)cc1)C1CC1 | 5% | -10% | -8% | -1% | -0.6% | -7%[46.1 µM] | 2% | 1%
CCN(Cc1ccccc1)c1c(C(=O)O)cnc2c1cnn2C | -6% | -3% | 0% | 3% | -4.6% | -3% | -2% | 2%
Cc1nnsc1NC(=O)OCc1ccc(Cl)cc1Cl | -10% | -15% | 8% | -1% | -1.1% | 1%[46.1 µM] | 6% | -5%
COc1ccc2[nH]c(C)c(CCN3C(=O)C4CC=CCC4C3=O)c2c1 (stereo not given) | 9% | -8% | -6% | -3% | 0.7% | -6%[46.1 µM] | -21% | 9%
Cc1ccccc1OCC(=O)Nc1ccc(C(=O)OCc2cc(=O)n3ccsc3n2)cc1 | -12% | -4% | · | -5% | -1.5% | · | · | 4%
O=C(CNC(=O)c1ccc(Cl)cc1Cl)Nc1ccc(F)cc1 | -9% | -6% | 3% | 0% | -2.8% | -7% | 7% | 2%
CNS(=O)(=O)c1cn(CC(=O)N2CCN(c3ccc(C)cc3C)CC2)cc1S(=O)(=O)NC | -1% | -3% | · | -1% | -0.9% | · | · | -2%
COc1ccc(CNC(=O)/C(C#N)=C2\N=C(NC(=O)c3cccs3)c3ccccc32)cc1 | 14% | ? | 1% | 6% | 0.0% | -10%[46.1 µM] | -20% | 4%
CCn1c(SCc2c(F)cccc2Cl)nc(=O)c2c(C(=O)OC)cc(C3CC3)nc21 | -7% | -8% | · | -1% | 11% | · | · | 7%
CCC(=O)Nc1ccc(Cl)c(NC(=O)c2ccc(Br)o2)c1 | -5% | -13% | 9% | -1% | -1.1% | 0%[46.1 µM] | 0% | -4%
Cc1ccc(-n2ncc(-c3nnc(SCC(=O)NC4CCCC4)o3)c2N)cc1C | 3% | -13% | 10% | -5% | -4.2% | -9%[46.1 µM] | 1% | -3%
COc1ccc(N2CC(NC(=O)c3cc4ccccc4o3)CC2=O)cc1 (stereo not given) | -6% | -10% | · | 1% | -0.5% | · | · | 1%
CO[C@@H]1COC(=O)C/C=C\[C@@H](C)[C@H](OC)COC(=O)[C@@H](C)COC(=O)C/C=C\[C@H]1C | -6%[11.6 µM] | -6%[11.6 µM] | -1%[13.1 µM] | 0%[11.2 µM] | 0.0%[10.1 µM] | · | 7%[17.5 µM] | 2%[11.2 µM]
COc1cccc(CC2(CO)CCCN(C/C=C/c3ccccc3OC)C2)c1 (stereo not given) | -11% | -9% | 27% | -4% | -5.4% | 24% | 5% | -5%
COc1ccc(CCC2(C)NC(=O)NC2=O)cc1 (stereo not given) | 6% | 9% | 6% | 1% | -3.9% | ? | 5% | -2%
COc1ccc(-c2nc(SCC(=O)Nc3ccc4c(c3)OCCO4)c(-c3ccc(F)cc3)[nH]2)cc1 | ? | 8.9µM*[quencher] | · | -9% | 5.5% | · | · | 0%
CCCOc1ccc(C(=O)NNC(=S)NC(=O)c2cc(-c3ccccc3)nc3ccccc23)cc1 | ? | -14% | -1% | 0% | -1.1% | -1%[46.1 µM] | 8% | -7%
CCOc1ccc2oc(-c3ccccc3)c(C(=O)O)c2c1 | 10% | 10% | 0% | -2% | -1.0% | -12%[46.1 µM] | 3% | 7%
COC(=O)c1c(C)[nH]c(C(=O)CC#N)c1C | 0% | -19% | -2% | 1% | ? | 6% | 0% | -1%
CC(=O)c1c(C)nc2nonc2c1N | 8% | -2% | 3% | -7% | 0.0% | -1%[46.1 µM] | -3% | -2%
COc1ccc(CCNC(=O)C2CCN(S(C)(=O)=O)CC2)cc1OC | 1% | -2% | 12% | -3% | -2.6% | -7%[46.1 µM] | -11% | -8%
Cc1cc(=O)c2c(O)c3c(O)cc(=O)c4c3c3c(cc(O)c1c23)C(C)(C)C=4O | -13% | ? | -9% | ? | 16µM* | · | 14% | -7%&-20%

Quoted from above (six entries):
Structure | Tau FP inhib | Tau fluor counter | CBFb RUNX1 block | TR SRC2 fluor cs | Epigenetic derep | NPSR antagonist | GLA spleen mod | TRb SRC2 PPI
CCCOc1ccc(C(=O)NNC(=S)NC(=O)c2cc(-c3ccccc3)nc3ccccc23)cc1 | ? | -14% | -1% | 0% | -1.1% | -1%[46.1 µM] | 8% | -7%
CCOc1ccc2oc(-c3ccccc3)c(C(=O)O)c2c1 | 10% | 10% | 0% | -2% | -1.0% | -12%[46.1 µM] | 3% | 7%
COC(=O)c1c(C)[nH]c(C(=O)CC#N)c1C | 0% | -19% | -2% | 1% | ? | 6% | 0% | -1%
CC(=O)c1c(C)nc2nonc2c1N | 8% | -2% | 3% | -7% | 0.0% | -1%[46.1 µM] | -3% | -2%
COc1ccc(CCNC(=O)C2CCN(S(C)(=O)=O)CC2)cc1OC | 1% | -2% | 12% | -3% | -2.6% | -7%[46.1 µM] | -11% | -8%
Cc1cc(=O)c2c(O)c3c(O)cc(=O)c4c3c3c(cc(O)c1c23)C(C)(C)C=4O | -13% | ? | -9% | ? | 16µM* | · | 14% | -7%&-20%
